From PubChem BioAssay
AI-2 QS mod = Vibrio harveyi AI-2 quorum sensing modulators, primary screen, JMH597 strain, luminescence/OD600 ratio; Vibrio harveyi JMH597 AI-2 luminescence/OD600 ratio, 9 h; stronger effect = lower value; strain lacks LuxN and CqsS sensors; 0 = neutral-control median; activity change, % at 7.5 µM; 300,000 tested, 0.4% active; AID 2094, 2009; in the data active = activity change below about -75%, passing the limit was not always enough; inconclusive = no clear call, values can overlap the other calls;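 note: luminescence divided by OD600 gain over 9 h not by final OD600 alone; inactives centre near 13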
HIF act = HIF pathway transcriptional activators, primary screen, cell-based, U2OS HRE-luciferase, luminescence | U2OS HRE-luciferase reporter; normalized: DMSO 0%, desferrioxamine 100% | activation, % at 7.5 µM (by protocol) | 300,000 tested, 0.32% active | AID 1910, 2009;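 active = mean activation of at least 10% of the iron chelator positive control signal, with at least half of replicates also reaching 10%; inconclusive = mean and replicate majority disagree about reaching 10%; inactive = mean and most replicates under 10%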
HDAC3 inh = HDAC3 deacetylase inhibitors, primary screen, biochemical, fluorescence, cell-free homogeneous; Histone deacetylase 3 (Homo sapiens), O15379; recombinant HDAC3, fluorogenic peptide/trypsin coupled; inhibition, % at 8.3 µM; 320,000 tested, 0.15% active; AID 2718, 2010; in the data active = inhibition above about 26%, passing the limit was not always enough; inconclusive = no clear call, values can overlap the other calls
Target sequence (O15379 whole entry, looked up): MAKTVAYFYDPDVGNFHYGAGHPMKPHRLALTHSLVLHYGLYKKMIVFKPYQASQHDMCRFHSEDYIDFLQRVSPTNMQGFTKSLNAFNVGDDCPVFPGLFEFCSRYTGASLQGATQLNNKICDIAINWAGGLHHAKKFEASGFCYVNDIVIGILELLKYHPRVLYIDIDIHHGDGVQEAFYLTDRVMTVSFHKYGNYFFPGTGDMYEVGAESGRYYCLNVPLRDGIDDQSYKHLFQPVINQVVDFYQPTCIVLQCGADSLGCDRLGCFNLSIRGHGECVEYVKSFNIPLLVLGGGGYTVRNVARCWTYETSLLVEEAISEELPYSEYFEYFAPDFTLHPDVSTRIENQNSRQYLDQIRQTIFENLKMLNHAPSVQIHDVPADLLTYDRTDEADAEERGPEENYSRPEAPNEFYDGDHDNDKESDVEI
Platelet DG rel = inhibitors of platelet dense granule secretion, primary screen, cell-based, MLPCN, human platelets; inhibition, %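 (compounds screened at 7.5 µM in platelet-rich plasma)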; human platelet-rich plasma, SFLLRN dense granule ATP release, luminescence; 300,000 tested, 0.22% active;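 active = mean replicate score, as percent of positive control, at or above 50; inconclusive = mean below 50 but at least one replicate at or above 50; inactive = mean and every replicate below 50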
IEC-6 tox = cytotoxicity in IEC-6 intestinal epithelial cells, primary screen, cytotoxicity control for KLF5 inhibitor project, cell-based, luminescence | IEC-6 cytotoxicity, luminescence viability | 290,000 tested, 0.78% active | inhibition, % at 5 µM; in the data active = inhibition above about 22%;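 note: 0% = plate median of test compound wells and 100% = cytotoxic reference compound wells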
KLF5 inh = KLF5 expression inhibitors, primary screen, DLD-1 cells, luminescence; DLD-1 KLF5 promoter-luciferase reporter; inhibition, % at 5 µM; 290,000 tested, 0.23% active;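 active = inhibition above a per-plate limit of that plate's mean compound inhibition plus 3 SD, cut at about 60% in these data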;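 note: 0% = DMSO wells and 100% = LY294002 at 200 µM; higher means less KLF5 promoter-driven luciferase light; inactives centre near -14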
HSF-1 act = HSF-1 activators, primary screen, NIH3T3-HGL cells, MG132 stress, luminescence, single point; NIH3T3-HGL HSF-1 luciferase reporter, 8 h; 100% = twice DMSO control signal; activation, % at 9 µM; 300,000 tested, 1.7% active; AID 504408, 2011;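 active = mean replicate activation of at least 50% with a set share of replicates each reaching 50%; inconclusive = only one of those two conditions met; inactive = mean below 50% and too few replicates reaching it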;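 note: 0% = median of the neutral control wells and 100% = twice that signal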
aSyn 5UTR inh = MLPCN primary screen, SNCA 5' untranslated region | 300,000 tested, 0.82% active | alpha-synuclein 5'UTR reporter, inhibitor activity | inhibition, % (tested at 7.5 µM); in the data active = inhibition above about 60%; inconclusive = no clear call, values can overlap the other calls;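 note: H4 neuroglioblastoma cells stably carrying SNCA 5'UTR luciferase fusion; 0% = DMSO wells and 100% = positive control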
HSF1 inh = HSF1 inhibitors in luciferase reporter cells, primary screen, cell-based, NIH3T3, luminescence; AID 2098, 2009; activity change, negative = inhibition, % at 7.5 µM (by protocol); NIH3T3-HGL HSE-luciferase, MG132-induced, luminescence 8 h; stronger effect = lower value; 300,000 tested, 0.77% active;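 active = more than half of replicate wells show activity change below -50%, luminescence cut by over half; inconclusive = some wells, but at most half, below -50%; inactive = no replicate well below -50%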;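 note: luciferase reports HSF-1 transcriptional activity via heat shock element; 0% = median of DMSO wells and -100% = zero luminescence signal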
HSP90 refold inh = HSP90 inhibitors, primary screen, cell lysate, luminescence | Rabbit reticulocyte lysate, luciferase refolding luminescence, 3 h | 290,000 tested, 0.91% active | inhibition, % at 5.6 µM | AID 1789, 2009 | Heat shock protein HSP 90 (rabbit reticulocyte lysate; luciferase refolding);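 active = inhibition above the screen-wide mean plus 3 SD, computed separately per campaign, cut at about 16% in these data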;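 note: 0% = DMSO wells and 100% = 60 µM geldanamycin wells; inhibitors lower the luminescence because luciferase stays unfolded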
* hit, by the source's call; ? = inconclusive; . = not tested or not shown.

Below each SMILES: IEC-6 tox	HDAC3 inh	HSF1 inh	KLF5 inh	AI-2 QS mod	HSP90 refold inh	Platelet DG rel	HIF act	HSF-1 act	aSyn 5UTR inh
- CCOC(=O)c1cn2nc(Oc3ccc(NC(C)=O)cc3)ccc2n1
    -4	3	8	-20	32	2	17	0.6	3	-41
- CCOc1ccc(CCNC(=O)C2=C(C)C(=O)OC23CCC(C)CC3)cc1OCC (centres undefined)
    -2	.	-4	-15	5	0	-4	-0.3	5	21
- CCC(Oc1ccccc1)C(=O)Nc1ccsc1C(=O)OC (centres undefined)
    -1	3	10	-27	39	0	6	-4.7	7	1
- N#CCC(=O)Nc1ccc(C(=O)OCC(=O)NCCCc2ccccc2)cc1
    -6	0	-7	-27	3	1	0	0.1	2	3
- COc1cc(NC(=S)N2CCN(CCO)CC2)c(OC)cc1Cl
    4	-3	-11	4	16	-2	2	0.1	5	-4
- COc1ccc2[nH]c(C(=O)N(C)c3ccc(F)cc3F)cc2c1
    5	0	8	-17	-9	4	2	-0.2	-9	-11
- COCCn1nnnc1CN1CCN(c2cccc(C(F)(F)F)c2)CC1
    -2	0	2	-14	4	1	-17	-0.7	1	7
- COc1cccc(-n2c(=O)n(Cc3ccccc3)c(=O)c3[nH]cnc32)c1
    7	3	-6	-4	27	4	-9	0.0	8	43
- C#CCOCCOCCOCCNc1nc(N2CCN(C(=O)C(CCC(=O)O)n3cc(C(N)CC(C)C)nn3)CC2)nc(N2CCN(C(=O)C(Cc3cc4ccccc4[nH]3)n3cc(C(N)Cc4ccc(O)cc4)nn3)CC2)n1 (centres undefined)
    0	-5	-1	-5	12	7	-3	0.6	-1	5
- COc1cccc(N2CCN(C(=O)CCc3nnc4ccc(N5CCCC5)nn34)CC2)c1
    5	?	0	-22	22	-1	0	-0.3	-4	-2

Remaining list, next part.
Below each SMILES: IEC-6 tox	HDAC3 inh	HSF1 inh	KLF5 inh	AI-2 QS mod	HSP90 refold inh	Platelet DG rel	HIF act	HSF-1 act	aSyn 5UTR inh
- CC(C)NC(=O)c1ccc(S(=O)(=O)N(C)C)cc1
    3	-3	-2	7	8	1	3	0.2	6	-13
- Cc1cccc(OCC(=O)Nc2ccc3c(c2)nc(CCN2CCN(C)CC2)n3C)c1
    9	-1	14	4	8	7	0	-0.4	31	12
- CN(C)c1ccc2c3c(ccc(N(C)C)c13)COC2
    0	-3	-2	-41	17	-1	4	-0.2	0	1
- Cc1ccc(N(C(=O)c2sc(C)nc2C)C(C(=O)NCc2ccco2)c2ccccc2)cc1 (centres undefined)
    -3	6	-1	-6	4	2	13	-0.3	-11	32
- COc1ccccc1CC(=O)NNC(=O)c1ccc(C(C)(C)C)cc1
    0	4	-12	-35	28	-2	-11	0.1	-24	3
- O=C(CSc1nnc(-c2ccncc2)o1)Nc1nncs1
    1	2	1	-19	32	-4	-5	-0.1	-4	3
- Cc1ccc(-c2nc3cccnc3o2)cc1NC(=O)COc1ccc(Cl)cc1C
    -1	-3	10	-2	20	-2	3	-2.2	49	-11
- CCOc1ccc(S(=O)(=O)Nc2cc(SCC(=O)O)c(O)c3ccccc23)cc1
    49*	4	3	-14	8	4	-1	-0.2	-7	48
- COc1ccc(Cl)cc1NC(=O)CCCC(=O)c1ccccc1
    0	0	-7	-4	11	1	-7	1.8	-4	10
- O=C(C(NS(=O)(=O)c1cccs1)c1ccccc1)N1CCN(c2ccccc2)CC1 (centres undefined)
    -4	-2	-1	4	18	6	-10	0.2	-13	7

Later entries:
Below each SMILES: IEC-6 tox	HDAC3 inh	HSF1 inh	KLF5 inh	AI-2 QS mod	HSP90 refold inh	Platelet DG rel	HIF act	HSF-1 act	aSyn 5UTR inh
- CC1CN(C(=O)C(C)N2CCN(c3cccc(Cl)c3)CC2)CC(C)O1 (centres undefined)
    2	0	-7	-7	3	-2	-1	-0.6	-7	9
- Cc1cc(C(=O)Oc2ccccc2C(=O)O)c(C)o1
    -6	-4	-9	-6	6	-4	-4	-0.4	-6	3
- CC1CCCC(C)N1C(=O)COc1ccc(C(=O)Nc2ccccc2N2CCOCC2)cc1 (centres undefined)
    0	-1	5	-20	8	3	0	0.0	-1	-5
- Cc1ccc(C(=O)Nc2c(C)cc(-c3ccc(Cl)cc3)oc2=O)cc1
    4	-4	1	-51	14	-1	0	-0.2	-9	23
- CC(C)NC(=O)NC(=O)COC(=O)/C=C/c1ccccc1[N+](=O)[O-]
    -1	2	9	-30	46	3	-4	0.1	-5	-47
- Cc1ccc(NC(=O)[C@H](C)NC(=O)C2CCN(C(=O)[C@H](CC(C)C)NC(=O)OC(C)(C)C)CC2)cc1
    5	0	0	-59	4	0	-1	-0.2	-9	44
- CC(C)(C)c1ccc(C(=O)NCC(=O)N2CCCCCC2)cc1
    -1	2	-2	-41	12	-2	-10	0.9	7	-31
- CCOc1ccc(NC(=S)N(CCCN2CCCC2)Cc2cccn2Cc2ccc(Cl)cc2)cc1
    -1	8	4	-35	31	3	0	1.1	-10	-19
- COc1ccc(CNC(C)CCc2ccccc2)cc1 (centres undefined)
    5	7	-67*	1	12	1	-5	0.0	-75	-8
- Cc1ccc(C)c(Cn2c(CO)nc3ccccc32)c1
    5	1	-3	-26	15	0	-11	0.4	10	13

(more compounds)
Below each SMILES: IEC-6 tox	HDAC3 inh	HSF1 inh	KLF5 inh	AI-2 QS mod	HSP90 refold inh	Platelet DG rel	HIF act	HSF-1 act	aSyn 5UTR inh
- CCc1ccccc1NC(=O)N1CCc2ccccc2C1
    -3	-11	1	-35	14	-7	-3	0.5	9	-17
- CCCSCCCNC(=O)Cn1cc2c(n1)CCCCC2
    4	-2	-5	-8	12	2	13	-0.2	-7	-3
- C/C(Cc1ccccc1)=N\NC(=O)CNC(=O)/C=C\c1ccccc1
    4	5	6	0	19	12	11	-0.3	22	15
- Cc1c(-c2ccccc2)nc(N)c(C#N)c1-c1cccs1
    4	-2	-2	-44	2	2	3	-0.2	0	32
- COC(=O)C1CCN(S(=O)(=O)CCNC(=O)c2cccc(OC)c2)CC1
    .	-5	-5	.	-9	.	14	1.8	5	11
- CCCCN(CCCC)C(=S)N/N=C/c1c(C)[nH]n(-c2ccccc2)c1=O
    -6	0	0	-1	54	1	-1	0.1	29	93*
- NC(=O)C1CCCN(Cc2ccc(Cl)cc2)C1 (centres undefined)
    1	-1	2	6	31	-3	-3	-0.1	-3	-1
- C=CCn1c(CCNC(=O)c2cccs2)nnc1SCC(=O)Nc1cccc(F)c1
    1	0	9	-3	19	2	6	0.7	10	10
- C/C(=N/N=C(/N)SCc1ccccc1)C(C)(C)C
    -4	10	-6	-12	13	-2	1	0.6	12	-41
- O=C(Nc1c[nH]c(=O)[nH]c1=O)c1ccccc1Br
    -5	-3	0	-41	13	-4	12	-1.0	8	3

The listing continues.
Below each SMILES: IEC-6 tox	HDAC3 inh	HSF1 inh	KLF5 inh	AI-2 QS mod	HSP90 refold inh	Platelet DG rel	HIF act	HSF-1 act	aSyn 5UTR inh
- O=c1[nH]c(-c2ccc(Cl)cc2)nc(=S)[nH]1
    -3	4	2	-25	-10	1	-3	0.0	12	-21
- CCC(C)n1[nH]c(=O)c2c(C)cc(C)nc21 (centres undefined)
    5	1	9	-16	11	2	-3	-1.0	39	21
- COc1ccc(NC(=S)NNC(=O)CCn2cc([N+](=O)[O-])cn2)cc1
    0	2	-11	-9	12	15	-4	0.9	2	-9
- CCc1ccc(OCCn2ccnc2)cc1
    -7	-6	-10	-23	18	-5	-3	-1.9	-2	-4
- Cc1ccc(N(CC(=O)N/N=C/c2ccc(OC3CSC3)cc2)S(=O)(=O)c2ccccc2)c(C)c1
    -4	2	28	2	-5	-1	0	-2.2	?	10
- COc1ccc(-c2nc(CSCC(=O)NCc3ccc4c(c3)OCO4)c(C)o2)cc1
    4	?	-1	2	5	0	1	-0.5	-13	16
- COc1ccc(NC2CCCN(C(=O)c3cccnc3)C2)cc1 (centres undefined)
    -4	4	2	-13	5	-1	-1	0.3	4	7
- Cc1nnc(SCCCN2C(=O)c3ccccc3C2=O)o1
    -5	.	13	-4	27	0	-4	0.3	23	-2
- COc1cc(C2CC(=O)N3CN(c4ccccc4C)CSC3=C2C#N)cc(OC)c1OC (centres undefined)
    2	-2	-9	-2	26	2	-11	-0.3	-11	5
- O=C(NC(=O)c1ccccc1)Nc1ccc(-c2cnco2)cc1
    -1	6	14	-27	15	-1	8	3.6	35	-143

Further results:
Below each SMILES: IEC-6 tox	HDAC3 inh	HSF1 inh	KLF5 inh	AI-2 QS mod	HSP90 refold inh	Platelet DG rel	HIF act	HSF-1 act	aSyn 5UTR inh
- COc1cccc(OCc2cc(C(=O)NC(C)c3cnn(C)c3C)no2)c1 (centres undefined)
    -5	-2	17	-67	13	0	3	1.8	-1	-77
- COc1ccc(/C=C(/NC(=O)c2cccs2)C(=O)Nc2ccc(C)cc2)cc1OC
    6	7	-3	-12	4	-4	12	-0.2	0	16
- CC1CN(Cc2ccccc2)C(C)CC1O (centres undefined)
    -12	5	3	-4	14	-3	-4	0.2	-6	-27
- CC(=O)Nc1c([N+](=O)[O-])cc(C)c(Cl)c1[N+](=O)[O-]
    3	3	3	-7	7	0	0	13*	0	-43
- Cc1csc(Sc2ccc(S(=O)(=O)N3CCCC3)cn2)n1
    4	1	-11	-12	38	-1	-1	-0.2	11	-18
- CC1CCc2c(sc(NC(=O)CSc3nc4c(c(C(F)(F)F)n3)CCc3ccccc3-4)c2C(N)=O)C1 (centres undefined)
    4	.	-7	2	25	2	-14	0.1	1	7
- COc1ccc(N2C(=O)C3CCCN3C2=S)cc1 (centres undefined)
    -7	-3	-4	-52	22	-5	-4	1.3	-3	-4
- Cc1c(NC(=O)c2cc3ccccc3o2)c(=O)n(-c2ccccc2)n1C
    -2	-2	-7	-8	-13	1	-5	-0.6	1	17
